# Assay outcomes as filed in PubChem BioAssay.
# Cdc42 wt GTP: modulators (inhibitors or activators) of GTP binding to human Cdc42 wildtype; percent activity (GTP binding), % at 10 µM; GST-Cdc42 beads, Bodipy-GTP binding, flow cytometry; actives lie on both sides; P60953; actives 0.2% (n = 190,000);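 active = percent activity GTP binding at least 20 points away from the 100% baseline, either down as inhibitor or up as activator; inconclusive = compound flagged as likely green fluorescent from well-wide comparison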;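 also: median bead fluorescence of bound Bodipy-FL-GTP at 100 nM; 0% = excess unlabeled GTP control and 100% = no compound control; below 100% means less GTP binding so inhibitor and above means activator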
# Rac1 wt modul: human Rac1 wildtype GTP binding, inhibitors and activators | P63000 | GST-Rac1 beads, fluorescent GTP binding, flow cytometry; actives lie on both sides; 0 = cold GTP competed, 100 = untreated | GTP binding activity (% of control), % at 10 µM | actives 0.27% (n = 190,000) | AID 757;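 active = GTP binding activity at least 20 points away from the 100% control level, either lower or higher; inconclusive = compound flagged as likely green fluorescent, judged across all proteins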
# Bim-Bcl-2: inhibitors of Bim-Bcl-2 interaction, human | actives 0.06% (n = 190,000) | P10415 | inhibition, % at 10 µM | Bead-based flow cytometry, Bim peptide-Bcl-2 binding; in the data active = inhibition above about 40%; inconclusive = no clear call, values can overlap the other calls;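 also: 0% = no compound wells with probe peptide and 100% = reference peptide inhibitor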
# Target sequence (P10415 whole entry, looked up): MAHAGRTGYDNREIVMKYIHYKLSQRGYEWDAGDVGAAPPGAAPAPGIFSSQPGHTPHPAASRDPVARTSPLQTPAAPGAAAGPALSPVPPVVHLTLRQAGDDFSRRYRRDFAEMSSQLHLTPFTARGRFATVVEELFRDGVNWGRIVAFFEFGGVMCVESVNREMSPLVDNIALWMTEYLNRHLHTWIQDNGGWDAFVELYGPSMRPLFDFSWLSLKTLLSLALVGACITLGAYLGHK
# HRas wt GTP bind: human HRas wildtype GTP binding, change in either direction; P01112; actives 0.14% (n = 190,000); GST-Ras wt beads, Bodipy-FL-GTP binding, flow cytometry; actives lie on both sides; GTP binding activity, % at 10 µM;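 active = GTP binding activity at least 20% away from the 100% baseline, either lowered as inhibitor or raised as activator; inconclusive = flagged as likely green fluorescent, judged across all proteins in the well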;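 also: 0% = unlabeled GTP competition control and 100% = no-compound control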
# Target sequence (P01112 whole entry, looked up): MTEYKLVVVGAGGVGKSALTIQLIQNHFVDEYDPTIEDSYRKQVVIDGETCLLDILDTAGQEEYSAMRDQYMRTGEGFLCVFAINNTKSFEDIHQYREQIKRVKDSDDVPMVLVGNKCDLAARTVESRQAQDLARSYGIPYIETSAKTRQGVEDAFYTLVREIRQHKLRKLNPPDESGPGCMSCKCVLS
# Rab2A wt mod: changes GTP binding to wildtype dog Rab2A, up or down | P61105 | GST-Rab2 wt beads, Bodipy-GTP binding, flow cytometry | GTP binding activity, % at 10 µM | actives 0.19% (n = 190,000) | AID 760;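 active = GTP binding activity at least 20 points away from 100%, either lowered or raised; inconclusive = signal likely due to the compound's own green fluorescence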;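 also: 0% = beads with excess unlabeled GTP and 100% = no-compound control corrected for plate trend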
# Bcl-XL Bim block: inhibitors of Bim-Bcl-XL interaction, human | AID 1007 | Q07817 | inhibition, % at 10 µM | Bim peptide-Bcl-XL binding, bead flow cytometry, fluorescence | actives 0.04% (n = 190,000)
# Target sequence (Q07817 whole entry, looked up): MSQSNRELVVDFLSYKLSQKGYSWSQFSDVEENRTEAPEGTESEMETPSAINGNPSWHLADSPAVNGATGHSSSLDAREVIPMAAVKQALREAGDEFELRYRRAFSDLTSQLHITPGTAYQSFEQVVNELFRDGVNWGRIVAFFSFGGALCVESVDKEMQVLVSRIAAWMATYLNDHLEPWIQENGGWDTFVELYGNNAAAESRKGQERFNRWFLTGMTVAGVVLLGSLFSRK
# Bim-Bfl-1: disrupts Bim binding to human Bfl-1. inhibition, % at 10 µM. Bead-based flow cytometry, Bim-Bfl-1 binding inhibition. Q16548. actives 0.12% (n = 190,000);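 also: 0% = wells without compound plus tracer and 100% = blocker peptide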
# Bcl-B Bim block: disrupts Bim peptide binding to human Bcl-B; bead-based flow cytometry; actives 0.073% (n = 190,000); inhibition, % at 10 µM; Q9HD36;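 also: 0% = tracer peptide without compound and 100% = reference inhibitor peptide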
# Rab7 wt GTP bind: dog Rab7 wildtype GTP binding, inhibitors and activators. GST-Rab7 beads, fluorescent GTP binding, flow cytometry; actives lie on both sides; untreated = 100%, excess cold GTP = 0%. GTP binding activity (percent of control), % at 10 µM. actives 0.055% (n = 190,000);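 active = fluorescent GTP binding to Rab7 beads changed by at least 20 points from the 100% baseline, either direction, mostly lower; inconclusive = compound itself probably fluorescent, or too few beads counted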;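 also: median green fluorescence of bound Bodipy-FL-GTP per Rab7 bead population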
# Bcl-W Bim block: human Bim-Bcl-W interaction inhibition; Q92843; bead-based flow cytometry, Bim peptide-Bcl-W binding; inhibition, % at 10 µM; actives 0.02% (n = 190,000); AID 952;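 also: 0% = bound tracer without compound and 100% = peptide blocker; higher means less fluorescent Bim peptide bound to Bcl-W beads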
# Target sequence (Q92843 whole entry, looked up): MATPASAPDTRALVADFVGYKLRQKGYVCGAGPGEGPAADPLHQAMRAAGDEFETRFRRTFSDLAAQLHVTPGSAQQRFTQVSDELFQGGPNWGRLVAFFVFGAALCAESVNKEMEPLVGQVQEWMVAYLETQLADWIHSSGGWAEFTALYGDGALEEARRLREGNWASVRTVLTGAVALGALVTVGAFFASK
# Rac1 mut GTP: alters GTP binding to activated mutant human Rac1; P63000; GST-Rac1 activated beads, fluorescent GTP binding, flow cytometry; actives lie on both sides; 100% means binding = to untreated wells; percent activity (GTP binding), % at 10 µM; actives 0.11% (n = 190,000);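 active = GTP binding at least 20 percentage points away from the 100% baseline, in either direction, so actives lie on both sides; inconclusive = Compound likely fluorescent itself, or too few beads counted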
# The depositor's hits bear a star; ? = inconclusive. Rule as the data show it, unless noted: active = inhibition above about 40%.
SMILES,Cdc42 wt GTP,Rac1 wt modul,Bim-Bcl-2,HRas wt GTP bind,Rab2A wt mod,Bcl-XL Bim block,Bim-Bfl-1,Bcl-B Bim block,Rab7 wt GTP bind,Bcl-W Bim block,Rac1 mut GTP
COc1cc(/C=N/NC(=O)c2ccc(CSc3nc4ccccc4[nH]3)cc2)ccc1O,98,99,-2,99,98,-1,-1,-9,107,0,98
O=C(CSc1cn(Cc2cccc(F)c2)c2ccccc12)NCc1ccc(F)cc1,102,104,-1,100,100,-4,-2,-7,98,-4,100
C/C(=N\NC(=O)c1ccc(=O)[nH]n1)c1cccnc1,103,103,-2,102,100,-7,-8,-7,100,-5,100
COc1ccc(C(C(=O)NC2CCCC2)N2CCc3ccccc32)cc1 (stereo not given),102,108,-5,103,102,2,-6,-1,101,5,99
O=[N+]([O-])c1ccc(OC/C=C2\Oc3ccc([N+](=O)[O-])cc3C2N2CCOCC2)cc1 (stereo not given),102,104,-12,100,100,-16,-12,-7,100,-1,99
Cc1c(NCc2cc(Cl)cc(Cl)c2O)c(=O)n(-c2ccccc2)n1C,97,102,-10,96,98,-11,-16,-6,101,0,96
O=[N+]([O-])c1cccc(/C=N/n2cnnc2)c1O,102,104,2,99,100,2,2,4,99,1,100
CN(C)CCNc1nc(-c2ccco2)c2c(c1C#N)CC(C)(C)OC2,101,97,1,97,96,-2,-1,-2,96,-3,97
N=c1sccn1CC(=O)NC(c1ccccc1)c1ccccc1,99,104,-1,96,96,-1,-2,0,93,0,98
CN(C)c1ccc(C(=O)NNC(=O)Nc2ccccc2)cc1,105,89,-1,92,92,-2,2,-2,99,0,94
CCc1ccc(CCC(=O)Nc2ccc(C(C)=O)cc2)o1,99,106,-13,101,101,-8,-9,-5,99,-1,99
CCOc1ccccc1N(C(=O)CNC(=O)c1ccco1)C(C(=O)NC1CCCC1)c1cccnc1 (stereo not given),99,99,-6,99,99,0,-12,-7,99,3,96
CC(=O)Nc1ccc(NC(=O)COC(=O)c2ccco2)cc1,?,?,-1,?,?,-3,-2,0,?,0,?
C=CCNC(=O)c1onc(CSc2cc(C)ccc2C)c1C(=O)O,95,95,-14,97,94,-11,-14,-10,95,0,93
CC(C)CC(=O)NC(NC(=S)Nc1cccc2cccnc12)C(Cl)(Cl)Cl (stereo not given),100,100,-10,99,97,-4,-6,-10,97,1,97
CCCCCCN(C(=O)CCCCCN1C(=O)NC(c2ccc(-c3ccccc3)cc2)C(C(=O)OCc2ccccc2)=C1C)C(C)C(=O)NCCCC (stereo not given),102,106,0,101,99,-2,-1,-3,97,1,100
COc1ccc(NC(=S)NN2C(C)CCCC2C)cc1 (stereo not given),97,100,-9,99,98,-8,-4,-7,100,-3,97
O=C(Cn1cc(C(=O)COc2ccccc2)c2ccccc21)NCc1ccco1,100,106,-10,104,106,-5,-11,-9,105,-1,98
C#CCNC(=O)C1=C[C@H](c2ccc3c(c2)OCO3)[C@@H](CCCO)[C@H](OCC)O1,98,99,-5,99,99,0,-6,-2,103,0,97
CC1=CS/C(=C(/C#N)C(=O)N2CCCCC2)N1c1ccccc1,98,103,-11,97,97,-5,-12,-10,98,-1,95
COc1ccc(/C(O)=C2/C(=O)C(=O)N(CCN(C)C)C2c2ccc(C)cc2)cc1Cl (stereo not given),103,102,-1,102,103,0,0,-2,96,-1,103
CC(C)(C)NC(=O)C(Cc1ccccc1)NS(=O)(=O)c1ccc2c(c1)CCC(=O)N2 (stereo not given),95,95,-3,95,93,-2,-4,-1,95,-6,96
O=C(CCSCCc1ccccn1)Nc1c(F)cc(F)cc1Br,105,106,-1,101,99,-4,-2,-2,101,-4,99
N#CC1=C2SCN(Cc3ccco3)CN2C(=O)CC1c1c(F)cccc1Cl (stereo not given),96,98,-3,96,98,-6,27,-32,93,3,97
O=C(C[n+]1ccn(CCCNP2(=O)C=C(c3ccccc3)OC(c3ccccc3)=C2)c1)c1cccs1,98,101,-3,97,98,-2,-6,-5,99,-2,98
COc1ccc(N=C(C)C2=C(O)c3ccccc3C2=O)cc1,98,102,-2,99,98,-6,1,-5,93,-5,100
O=C(Nc1ccc2c(c1)OCO2)C1CCN(S(=O)(=O)c2cccs2)CC1,102,104,-10,102,102,-4,-8,-7,103,3,102
CS(=O)(=O)N1CCc2cc(C(=O)O)ccc21,97,97,-2,98,96,-3,-3,-4,102,-3,97
OCCNCCCCOc1ccc(F)cc1,102,102,-2,101,100,-4,0,0,98,-1,98
Cc1cc(C)nc(SCc2nc3nc(C)cc(C)n3c2Br)n1,97,100,-6,99,99,-6,-6,-14,101,0,95
CN(C)c1ccc(C2OC(=O)C3(CCCC3)C(=O)C2(C)C)cc1 (stereo not given),102,102,-12,95,97,-9,-16,-11,92,0,95
Cc1ccc(NC(=S)NNC(=O)CCn2cc(C)cn2)cc1,102,105,-10,102,103,-11,-16,-19,98,-1,99
O=[N+]([O-])c1ccccc1S(=O)(=O)NCc1ccco1,96,96,-3,98,97,-1,-4,-3,100,-3,95
O=[N+]([O-])c1cc(/C=N/O)ccc1SCc1ccccc1Cl,96,100,1,99,100,1,5,4,100,3,98
Cc1nc(SCC(N)=O)c([N+](=O)[O-])[nH]1,97,95,1,95,95,-1,-5,-4,98,1,94
COC(=O)c1ccc(CNC(=O)COC(=O)COc2ccc(OC)cc2)cc1,95,94,-4,100,97,-2,-7,-3,106,-1,94

# Part of the list above, with values under each structure:
# Results follow in this order: Cdc42 wt GTP | Rac1 wt modul | Bim-Bcl-2 | HRas wt GTP bind | Rab2A wt mod | Bcl-XL Bim block | Bim-Bfl-1 | Bcl-B Bim block | Rab7 wt GTP bind | Bcl-W Bim block | Rac1 mut GTP
- COc1cc(/C=N/NC(=O)c2ccc(CSc3nc4ccccc4[nH]3)cc2)ccc1O
  98 | 99 | -2 | 99 | 98 | -1 | -1 | -9 | 107 | 0 | 98
- O=C(CSc1cn(Cc2cccc(F)c2)c2ccccc12)NCc1ccc(F)cc1
  102 | 104 | -1 | 100 | 100 | -4 | -2 | -7 | 98 | -4 | 100
- C/C(=N\NC(=O)c1ccc(=O)[nH]n1)c1cccnc1
  103 | 103 | -2 | 102 | 100 | -7 | -8 | -7 | 100 | -5 | 100
- COc1ccc(C(C(=O)NC2CCCC2)N2CCc3ccccc32)cc1 (stereo not given)
  102 | 108 | -5 | 103 | 102 | 2 | -6 | -1 | 101 | 5 | 99
- O=[N+]([O-])c1ccc(OC/C=C2\Oc3ccc([N+](=O)[O-])cc3C2N2CCOCC2)cc1 (stereo not given)
  102 | 104 | -12 | 100 | 100 | -16 | -12 | -7 | 100 | -1 | 99
- Cc1c(NCc2cc(Cl)cc(Cl)c2O)c(=O)n(-c2ccccc2)n1C
  97 | 102 | -10 | 96 | 98 | -11 | -16 | -6 | 101 | 0 | 96
- O=[N+]([O-])c1cccc(/C=N/n2cnnc2)c1O
  102 | 104 | 2 | 99 | 100 | 2 | 2 | 4 | 99 | 1 | 100
- CN(C)CCNc1nc(-c2ccco2)c2c(c1C#N)CC(C)(C)OC2
  101 | 97 | 1 | 97 | 96 | -2 | -1 | -2 | 96 | -3 | 97
- N=c1sccn1CC(=O)NC(c1ccccc1)c1ccccc1
  99 | 104 | -1 | 96 | 96 | -1 | -2 | 0 | 93 | 0 | 98
- CN(C)c1ccc(C(=O)NNC(=O)Nc2ccccc2)cc1
  105 | 89 | -1 | 92 | 92 | -2 | 2 | -2 | 99 | 0 | 94
- CCc1ccc(CCC(=O)Nc2ccc(C(C)=O)cc2)o1
  99 | 106 | -13 | 101 | 101 | -8 | -9 | -5 | 99 | -1 | 99
- CCOc1ccccc1N(C(=O)CNC(=O)c1ccco1)C(C(=O)NC1CCCC1)c1cccnc1 (stereo not given)
  99 | 99 | -6 | 99 | 99 | 0 | -12 | -7 | 99 | 3 | 96
- CC(=O)Nc1ccc(NC(=O)COC(=O)c2ccco2)cc1
  ? | ? | -1 | ? | ? | -3 | -2 | 0 | ? | 0 | ?
- C=CCNC(=O)c1onc(CSc2cc(C)ccc2C)c1C(=O)O
  95 | 95 | -14 | 97 | 94 | -11 | -14 | -10 | 95 | 0 | 93
- CC(C)CC(=O)NC(NC(=S)Nc1cccc2cccnc12)C(Cl)(Cl)Cl (stereo not given)
  100 | 100 | -10 | 99 | 97 | -4 | -6 | -10 | 97 | 1 | 97

# More structures follow.
SMILES,Cdc42 wt GTP,Rac1 wt modul,Bim-Bcl-2,HRas wt GTP bind,Rab2A wt mod,Bcl-XL Bim block,Bim-Bfl-1,Bcl-B Bim block,Rab7 wt GTP bind,Bcl-W Bim block,Rac1 mut GTP
CN1CCN(C(=O)c2cc3c(C(F)(F)F)nn(C)c3s2)CC1,96,90,-3,95,97,-6,-2,-2,93,-6,94
C=CCn1c(N2CCCCCC2)nc2c1c(=O)n(C)c(=O)n2C,106,105,-9,104,104,-8,-16,-6,104,0,103
O=C(O)c1cc(-c2ccccn2)n[nH]1,101,98,-3,102,102,2,-1,-1,94,3,99
COc1ccc(OC)c(NC(=O)CSc2nnc3ccc(-c4ccncc4)nn23)c1,100,99,-6,96,95,-1,-5,-9,101,0,95
CN(C)CCC(c1ccccc1)c1ccccn1 (stereo not given),103,96,-1,98,102,-3,1,-2,97,-3,98
CC(=O)OCC1=C(C(=O)O)N2C(=O)C(NC(=O)c3ccc(COc4ccc(Cl)cc4)o3)C2SC1 (stereo not given),94,95,-4,93,93,-2,-4,-3,94,3,90
O=C(Cc1ccc(Cl)cc1)NCCS(=O)c1ccc(Cl)cc1 (stereo not given),97,96,-2,95,96,-2,-3,-4,97,-1,95
CCOC(=O)c1[nH]c2ccc(Br)cc2c1NC(=O)CCN1CCCCC1,100,100,-7,99,99,-6,-12,-7,98,-2,100
CCOc1cccc(N(C(=O)Cc2cccs2)C(C(=O)NC2CCCCC2)c2cccn2C)c1 (stereo not given),102,104,-3,101,100,-2,-1,-5,98,-4,102
O=C(CSc1nnc(Cc2ccccc2)o1)N1CCCc2ccccc21,103,104,-8,101,100,-1,-3,-17,101,3,98
Cc1ccc(-n2c3c(cc(C(=O)NC4CCSC4=O)c2=O)C(=O)CC(C)(C)C3)cc1 (stereo not given),92,88,1,92,93,3,5,2,96,3,93
CCOc1ccc(OCC)c(NC(=O)CN2CCC(NC(=O)c3cccc(F)c3)CC2)c1,96,106,-6,97,96,-7,-13,-9,100,-1,97
CCOC(=O)c1sc(NS(=O)(=O)c2ccc(C)cc2)nc1C,100,103,-9,100,100,-3,-10,-5,101,3,97
O=C(NCc1cccnc1)C1CCN(S(=O)(=O)c2cccnc2)CC1,103,101,4,103,101,0,-11,-5,100,2,100
NC(=O)c1sc2nc3c(c(-c4cccs4)c2c1N)CCCCC3,96,99,-10,97,95,-7,-9,-8,99,-2,95
